Compound activity as filed in PubChem.
FUS yeast rescue = qHTS for Suppressors of FUS Proteinopathy: Primary screen using FUS-linked yeast assay | S. cerevisiae FUS-expressing, growth rescue, OD600, 24 h | AID 1347120, 2019 | 0.24% of 390,000 active | Potency, µM (doses to about 76.6 µM), inactives show at the top dose growth rescue (activation), most hits filed as activators;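 note: potency is the fitted concentration of half-maximal effect; plate controls were DMSO vehicle for no effect and reference control for full effect; nearly all actives have a fitted effect of over 55% in size; some results filed as inactive show a strong effect at the top dose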
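Galactose (2%) drives FUS expression in yeast precultured in raffinose; seeding density OD 0.005. Test compounds incubated 24hr at 30C and 99% humidity before absorbance at 600 nm was measured.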
Abeta yeast res = qHTS for compounds that reverse cellular toxicity of Amyloid beta (A-beta) peptide in yeast: Primary Screen; AID 1347071, 2019; Potency, µM (doses to about 46.1 µM), inactives show at the highest dose growth rescue, usual class: activators; 0.063% of 410,000 active; yeast expressing A-beta42, growth rescue, OD600, 48 h; response scale: 0% DMSO, 100% iron-clioquinol control; note: potency is the fitted concentration of half-maximal effect; nearly all actives have a fitted effect of over 55% in size
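Yeast A-beta toxicity model in growth medium with pinned compounds, 48 h at 30 C; growth read as absorbance at 600 nm. Normalized to FeCl3/clioquinol equimolar mix (positive) and DMSO (negative).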
PTHR1 ag = qHTS for PTHR1 Agonists: Primary Screen. HEK293 GP2 PTHR1 cells, GloSensor cAMP luminescence, 1 h. Potency, µM (series often up to 115 µM), for the others: at the highest dose activation, actives largely listed as activators. AID 743266, 2014. 0.075% of 410,000 active; note: potency is the fitted concentration of half-maximal effect; nearly all actives have a fitted effect of over 55% in size; some results filed as inactive show a strong effect at the top dose; inactives centre near -15; many of its hits are not listed in these tables
Target sequence (Q03431 whole entry, looked up): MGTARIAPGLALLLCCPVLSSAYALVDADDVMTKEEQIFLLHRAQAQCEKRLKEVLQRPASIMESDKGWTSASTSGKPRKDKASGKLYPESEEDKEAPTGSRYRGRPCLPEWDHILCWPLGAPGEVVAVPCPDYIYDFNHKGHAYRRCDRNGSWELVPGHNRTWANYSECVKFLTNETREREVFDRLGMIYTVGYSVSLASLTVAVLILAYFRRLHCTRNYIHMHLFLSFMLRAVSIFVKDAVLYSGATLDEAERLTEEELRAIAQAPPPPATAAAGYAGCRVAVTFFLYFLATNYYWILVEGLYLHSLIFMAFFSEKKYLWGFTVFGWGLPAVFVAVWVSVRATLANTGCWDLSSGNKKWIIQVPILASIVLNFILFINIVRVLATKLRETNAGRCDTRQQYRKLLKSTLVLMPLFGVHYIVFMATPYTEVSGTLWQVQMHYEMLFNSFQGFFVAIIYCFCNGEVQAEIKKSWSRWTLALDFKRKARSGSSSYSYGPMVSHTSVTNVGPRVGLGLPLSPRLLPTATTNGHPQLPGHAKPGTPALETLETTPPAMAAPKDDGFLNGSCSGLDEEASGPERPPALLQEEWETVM
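HEK-293-derived GP2 cells expressing PTHR1 and a GloSensor cAMP reporter, 3,000/well, plated overnight, given luciferin plus IBMX (each 0.5 mM as added) for 1 h at 37 °C, then compound for 1 h at 37 °C. Luminescence was read after 15 min at room temperature.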
GLP1R inv ag = qHTS of GLP-1 Receptor Inverse Agonists (Inhibition Mode); 1.6% of 410,000 active; HEK293 GLP-1R CRE-luciferase, luminescence, 24 h; GLP-1R form is constitutively active; Glucagon-like peptide 1 receptor (Homo sapiens), P43220; Potency, µM (series often up to 38.3 µM), without a hit: at the top dose activity change, negative = inhibition, actives largely listed as inhibitors; note: potency is the fitted concentration of half-maximal effect; % is set by controls: 0 for no effect and ±100 for the full control effect; nearly all actives have a fitted effect of over 55% in size
Target sequence (P43220 whole entry, looked up): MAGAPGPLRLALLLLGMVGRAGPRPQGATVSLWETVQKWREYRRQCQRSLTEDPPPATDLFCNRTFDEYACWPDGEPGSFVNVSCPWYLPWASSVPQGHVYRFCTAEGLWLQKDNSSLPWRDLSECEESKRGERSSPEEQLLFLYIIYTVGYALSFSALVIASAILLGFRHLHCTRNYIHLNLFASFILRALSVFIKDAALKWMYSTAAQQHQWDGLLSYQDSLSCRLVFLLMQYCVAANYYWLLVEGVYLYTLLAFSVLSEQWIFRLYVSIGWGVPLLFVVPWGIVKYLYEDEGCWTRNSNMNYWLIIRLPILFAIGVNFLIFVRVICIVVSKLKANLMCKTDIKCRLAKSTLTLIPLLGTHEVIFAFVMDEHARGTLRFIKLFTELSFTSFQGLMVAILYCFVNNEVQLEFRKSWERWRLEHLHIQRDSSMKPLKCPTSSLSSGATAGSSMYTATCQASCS
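Assay principle: reduced luminescence from a cAMP-responsive reporter in HEK293 cells co-expressing a constitutively active GLP-1R. Conditions: 24 hr compound incubation, 37 deg C, 5% CO2.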
Akt phos inh = HTS Assay for Inhibitors of Akt Phophorylation: Primary Screen. 0.32% of 360,000 active. Neuro2A IGF-stimulated pAkt S473 HTRF, 20 min; stronger effect = lower value. activity change, % for hits at 50 µM; in the data active = activity change below about -80%; inconclusive = mostly about -51% to -80%; note: % is set by controls: 0 for no effect and ±100 for the full control effect
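Single-point screen (50 µM final compound) in Neuro2A cells stimulated 20 min with 6 nM IGF at 37 deg C. After lysis, Ser473-phosphorylated Akt read by HTRF (ex 330 nm, em 615/665 nm) as the 665/615 ratio.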
GLP1R ag = qHTS of GLP-1 Receptor Agonists; Glucagon-like peptide 1 receptor (Homo sapiens), P43220; HEK293 GLP-1R CRE-luciferase, luminescence, 4-6 h; cells express a hypersensitive GLP-1R form; Potency, µM (series often up to 45.6 µM), inactives show at the highest dose activation, hits mostly activators; 0.007% of 380,000 active; AID 624172, 2012; note: potency is the fitted concentration of half-maximal effect; % of control where 0% means no effect
TDP43 rescue = qHTS of TDP-43 Inhibitors. TDP-43 expressing yeast growth rescue, BacTiter-Glo, 24 h. Potency, µM (series often up to 46.1 µM), without a hit: top-dose growth rescue (activation), usual class: activators. 1.8% of 410,000 active; note: potency is the fitted concentration of half-maximal effect; % of control where 0% means no effect; nearly all actives have a fitted effect of over 50% in size
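Luminescence from BacTiter-Glo reports growth of TDP-43-expressing yeast after 24 hr at 30 deg C with compound. Cells were raffinose-pregrown to mid-log, then seeded in galactose medium at OD600=0.02.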
aSyn yeast inh = qHTS of alpha-syn Inhibitors. Yeast expressing alpha-synuclein, growth rescue, BacTiter-Glo, 24 h. Potency, µM (highest dose often 46.1 µM), for the others: at the top dose growth rescue (activation), most hits filed as activators. 0.14% of 370,000 active. AID 652106, 2013; note: potency is the fitted concentration of half-maximal effect; % of control where 0% means no effect; nearly all actives have a fitted effect of over 65% in size
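Screening used galactose-induced yeast with toxic alpha-synuclein levels, exposed to compound for 24 hr at 30 deg C. Cell growth, read with BacTiter-Glo luminescence, gave the measured signal.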
DRD3 antagonist = qHTS of D3 Dopamine Receptor Antagonist: qHTS | D(3) dopamine receptor (Homo sapiens), P35462 | 2.5% of 360,000 active | max response, negative = inhibition, % | D3R cells, DiscoveRx beta-arrestin luminescence, antagonist mode; stronger effect = lower value; in the data active = max response below about -50%; inconclusive = no clear call, values can overlap the other calls; note: % is set by controls: 0 for no effect and ±100 for the full control effect; mostly tested at two doses, the higher about 12 µM
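Cells expressing the human receptor were seeded at 1500 cells/well, incubated overnight at 37 degrees C in 5% CO2, then exposed to library compounds with dopamine controls for 90 minutes at 37 degrees C before luminescent detection.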
Active calls of the source: *; i = inactive; ? = inconclusive; nt = no result given; & = joins results of further samples; [ ] = another dose, or the depositor's remark. Unless noted, calls come from the whole dose curve; as a rule, active = well fitted curve in the direction sought with a large enough effect; inconclusive = small, poorly fitted or top-dose-only effect, or another doubt; inactive = no such curve, though single readings can be large; an effect the other way counts as inactive or inconclusive. Not all compounds are listed; count on the stated rates, not on these rows.

SMILES	FUS yeast rescue	Abeta yeast res	PTHR1 ag	GLP1R inv ag	Akt phos inh	GLP1R ag	TDP43 rescue	aSyn yeast inh	DRD3 antagonist
COc1cccc(-c2nc(-c3ccc(NC(=O)c4ccncc4)cc3)no2)c1	6%	-7%	-78%[inhibitor]	-2%	nt	6%	?	nt	45
Cc1cc(C)c(S(=O)(=O)/N=C2\C=CC(=O)C(Cl)=C2)c(C)c1	56%	12%	i	0%	i	-19%	-6%	6%	-3
COCCN(CCOC)c1nc(-c2ccc([N+](=O)[O-])cc2)nc2ccccc12	3%	2%	-28%	11%	i	0%	9%	-1%	52
Cc1ccccc1OCC(=O)OCC(=O)Nc1ccc(S(N)(=O)=O)cc1	3%	-19%	i	17%	i	12%	-12%[0.397 µM]	3%	6
CCCCN(C(=O)Cc1cccc(F)c1)c1c(N)n(CCC)c(=O)[nH]c1=O	10%	4%	-6%	30%	i	9%	-9%[0.397 µM]	2%	27
CC(CCc1ccccc1)NC(=O)c1cnc(Cl)c(Cl)c1 (stereo unspecified)	17%	0%	i	?	i	-4%	27%	?	-5
CCOc1ccc(C(=O)c2cn(CC(=O)Nc3ccc4c(c3)OCCO4)c3ccc(OC)cc3c2=O)cc1	-2%	-3%	-34%[inhibitor]	10%	nt	0%	15%	nt	nt
COc1cc(/C=C/C(=O)N(C)c2ccccc2C(=O)O)cc(OC)c1OC	14%	7%	-6%	0%	i	-10%	1%	-5%	-6
NC(=O)CSc1nnc2n(N)c(=O)c3ccccc3n12	-22%	3%	-16%	8%	i	-1%	-3%	-3%	-7
O=C(O)c1cscc1Cc1cccs1	?	-10%	-15%	10%	i	9%	0%	5%	8
COc1ccc(OC)c(N(CC(=O)Nc2cccnc2)S(=O)(=O)c2ccc(C)cc2)c1	8%	20%	-7%	-25%	i	4%	-22%	4%	9
Cc1nn(C2CCS(=O)(=O)C2)c(Cl)c1/C=C/C(=O)OCC(=O)Nc1ccccc1OC(F)F (stereo unspecified)	10%	3%	-24%[57.5 µM]	9%	i	18%	-13%	0%	15
CCc1[nH]c(=O)c(C#N)c2c1CCCC2	31%	-6%	i	-1%	i	3%	-14%	-7%	9
COc1cc(/C=C/C(=O)OCC(=O)N2CCCCCC2)ccc1OCC#N	25%	-16%	15%	-34%	i	9%	-26%	12%	-1
COc1cccc(CNc2ccc(F)c(Cl)c2)c1OC	-6%	36%	i	0%	i	15%	?	?	0
COc1ccc(C(=O)N=C2SC3CS(=O)(=O)CC3N2c2ccc(C(C)=O)cc2)cc1 (stereo unspecified)	-4%	-18%	-12%	2%	i	-1%	9%	-10%	-7
Cc1ccc(S(=O)(=O)NCCc2ccncc2)cc1	21%	13%	i	28%	i	1%	0%	3%	-7
Nc1ccc(-c2nc3ccc([N+](=O)[O-])cc3[nH]2)cc1	26%	-19%	-35%	49%[activator]	i	21%	-3%	-5%	24
O=C(NCC(=O)N1CCCC(C(F)(F)F)C1)c1cccs1 (stereo unspecified)	16%	-1%	i	46%[activator]	i	0%	-14%	4%	5
CCc1c(C)sc(NC(=O)Cc2ccccc2C)c1C(=O)N1CCOCC1	33%	0%	5%	-1%	i	3%	-14%	-6%	-7
COc1cccc(C(=O)NNC(=O)C2CC(C)=C(C)CC2C(=O)O)c1 (stereo unspecified)	-34%	1%[9.22 µM]	-11%	0%	i	0%	16%	-5%	?
COc1cccc(/C=N/NC(=O)CC2C(=O)NN=C2C)c1O (stereo unspecified)	2%	-3%	5%[57.5 µM]	4%	i	-3%	3%	0%	-23
Cc1c(Cl)cccc1NC(=S)N1CCc2ccccc2C1	-3%	?	?	?	i	7%	?	0%	-23
Cc1cc(C)c(NC(=O)COC(=O)C2=COCCO2)c(C)c1	-10%	6%	-15%	15%	i	-2%	0%	-1%	12
Cc1ccc(S(=O)(=O)N2C3CCCCC3O[C@H]2CC(=O)c2cccs2)cc1 (stereo partly specified)	39%	11%	-40%[inhibitor]	?	i	nt	7%	5%	-8

Sorted by number of heavy atoms (rising): 12 of the compounds above.
SMILES	FUS yeast rescue	Abeta yeast res	PTHR1 ag	GLP1R inv ag	Akt phos inh	GLP1R ag	TDP43 rescue	aSyn yeast inh	DRD3 antagonist
O=C(O)c1cscc1Cc1cccs1	?	-10%	-15%	10%	i	9%	0%	5%	8
CCc1[nH]c(=O)c(C#N)c2c1CCCC2	31%	-6%	i	-1%	i	3%	-14%	-7%	9
Cc1ccc(S(=O)(=O)NCCc2ccncc2)cc1	21%	13%	i	28%	i	1%	0%	3%	-7
COc1cccc(CNc2ccc(F)c(Cl)c2)c1OC	-6%	36%	i	0%	i	15%	?	?	0
Cc1c(Cl)cccc1NC(=S)N1CCc2ccccc2C1	-3%	?	?	?	i	7%	?	0%	-23
Cc1cc(C)c(NC(=O)COC(=O)C2=COCCO2)c(C)c1	-10%	6%	-15%	15%	i	-2%	0%	-1%	12
COc1cccc(C(=O)NNC(=O)C2CC(C)=C(C)CC2C(=O)O)c1 (stereo unspecified)	-34%	1%[9.22 µM]	-11%	0%	i	0%	16%	-5%	?
Cc1ccccc1OCC(=O)OCC(=O)Nc1ccc(S(N)(=O)=O)cc1	3%	-19%	i	17%	i	12%	-12%[0.397 µM]	3%	6
CCCCN(C(=O)Cc1cccc(F)c1)c1c(N)n(CCC)c(=O)[nH]c1=O	10%	4%	-6%	30%	i	9%	-9%[0.397 µM]	2%	27
COCCN(CCOC)c1nc(-c2ccc([N+](=O)[O-])cc2)nc2ccccc12	3%	2%	-28%	11%	i	0%	9%	-1%	52
COc1ccc(OC)c(N(CC(=O)Nc2cccnc2)S(=O)(=O)c2ccc(C)cc2)c1	8%	20%	-7%	-25%	i	4%	-22%	4%	9
Cc1nn(C2CCS(=O)(=O)C2)c(Cl)c1/C=C/C(=O)OCC(=O)Nc1ccccc1OC(F)F (stereo unspecified)	10%	3%	-24%[57.5 µM]	9%	i	18%	-13%	0%	15

More compounds
SMILES	FUS yeast rescue	Abeta yeast res	PTHR1 ag	GLP1R inv ag	Akt phos inh	GLP1R ag	TDP43 rescue	aSyn yeast inh	DRD3 antagonist
C#CCOCCOCCOCCNc1nc(N2CCN(C(=O)[C@H](CCCCN)n3cc(CCC(=O)O)nn3)CC2)nc(N2CCN(C(=O)[C@H](Cc3ccc(O)cc3)n3cc(CCO)nn3)CC2)n1	11%	-7%	i	1%	i	7%	12%	1%	24
CCC(CC)C(=O)N(C)c1c(C)nc2c(OCC(=O)C(C)(C)C)cccn12	-8%	-1%	i	6%	i	6%	21%	-6%	17
COc1ccc(-c2nc(CSCC(=O)NCCCN3CCCC3=O)c(C)o2)cc1	-5%	3%	-17%	-9%	i	-3%	-1%	0%	19
CC(C)CNC(=S)Nc1ccc(S(N)(=O)=O)cc1	nt	6%	i	20%	i	-11%	21%	-1%	4
O=C(N[C@@H](Cc1ccccc1)C(=O)CCl)OCc1ccccc1	-31%	-73%[inhibitor]	-96%[inhibitor]	?	nt	-14%	?	-74%&-34%[inhibitor]	-94*
CC(C)N1CCc2c(sc(N)c2C#N)C1	15%	-12%	i	6%	i	-3%	-23%	0%	-23
Cc1cccnc1CN1CCN(Cc2nc(C(c3ccccc3)c3ccccc3)no2)CC1	14%	-5%	-35%[inhibitor]	5µM*	i	1%	16%	4%	7
CC(C)CC1(C)NC(=O)N(CC(=O)N2C(C)CCCC2C)C1=O (stereo unspecified)	6%	17%	-23%	8%	i	4%	18%	?	-3
Cc1ccc(Cl)c(OCCCCN2CCC(C)CC2)c1	7%	11%	-5%	18%	i	-1%	1%	-1%	4
Cn1c(=O)n(-c2ccc(Br)cc2F)c(=O)c2sc3ccccc3c21	-14%	0%	-18%	-6%	nt	1%	8%	nt	nt
Cn1c(C(=O)Nc2ccc3c(c2)OCCO3)cc2sccc21	52%	-6%	-31%[inhibitor]	0%	i	-12%	-9%	-9%	23
O=C(O)c1ccc2nnn(O)c2c1	-3%	-12%	-13%	22%	i	1%	-15%	4%	4
NC(=O)CN1C(=O)NC(c2ccccc2)(c2ccccc2)C1=O	22%	6%	i	-20%	i	-3%	-14%	-11%	11
Cc1ccc2nc(NC(=O)C3CC(=O)N(Cc4ccco4)C3)sc2c1 (stereo unspecified)	25%	-11%	i	-22%	i	2%	-28%[9.22 µM]	-3%	-6
COc1ccc(-n2ncc(C(=O)NCCc3ccsc3)c2C2CCN(C(=O)OC(C)(C)C)CC2)cc1	38%	-1%	-18%	-9%	nt	nt	-9%	nt	nt
CC1(C)CC(=O)C=C(NNC(=O)OC(C)(C)C)C1	-1%	3%	i	-2%	i	5%	2%	1%	1
